# High-throughput results (PubChem)
# Pf apPOL inh: Pf-apPOL inhibitors, biochemical, fluorescence. Plasmodium falciparum apicoplast DNA polymerase (apPOL). Recombinant Pf-apPOL, molecular beacon fluorescence, 1.5 h. inhibition, % at 10 µM. hit rate 0.25% among 210,000. AID 1794808, 2022
# mHTT-CaM PPI inh: mutant huntingtin-calmodulin interaction inhibitors – biochemical, AlphaScreen, primary screen; AlphaScreen His-mHTT/GST-CaM binding, luminescence; AID 1671202, 2021; P42858; hit rate 3.6% among 190,000; inhibition, % at 15 µM;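 note: 0% = both proteins with DMSO and 100% = one protein alone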
# Numbers without * were called inactive; nt = no result given; & = joins results of further samples. Cut-off read from the data, not from the text of the source: active = inhibition above about 50%; inactive = the rest.
# Value order: Pf apPOL inh, mHTT-CaM PPI inh
> CCOc1ccc(/C=c2\sc3n(c2=O)CN(c2cccc(F)c2)CN=3)cc1
 : -2.0, 6.0
> Cc1cccnc1NC(=O)Nc1cccc(F)c1
 : 1.0, -11.5
> O=C(c1ccsc1)N1CC(n2cc(-c3ccccc3)nn2)C1
 : -6.5, 1.8
> COc1ccc(C(=O)N2CC3CC(NC(=O)c4cccs4)C2C3)c(C)c1 (stereo not drawn)
 : -1.0, 5.4
> COCCNC(=O)CSc1nc2cc3c(cc2c(=O)n1Cc1ccco1)OCO3
 : -1.2, 3.0
> O=C(Nc1ccccc1I)c1ncn[nH]1
 : 3.2, 15.9
> COc1ccc(C(=O)NCCc2cc3c(OC)ccc(OC)c3[nH]c2=O)c(OC)c1
 : -4.7, 13.0
> CCc1ccccc1NC(=O)N1CCC(c2nc(C(=O)N3CCCC3)c(C)o2)CC1
 : 1.0, 3.6
> COc1ccc2c(c1)CN(Cc1ccc(Cl)cc1)CO2
 : -9.3, 12.0
> NC(=O)NC(Cc1ccccc1)Cc1ccccc1
 : 7.5, -3.2
> COC(=O)C1CN(Cc2ccc(Cl)cc2)CCS(=O)(=O)N1Cc1cn(Cc2ccc(Cl)cc2)nn1 (stereo not drawn)
 : -3.2, 1.5
> O=C(NCCc1ccc(Cl)cc1)C1CCC(=O)N1C1CCCC1 (stereo not drawn)
 : -15.3, -2.0
> COc1ccc2cc3cc(C(=O)NCCCN4CCN(C)CC4)oc3nc2c1
 : -6.1, 8.0
> Cc1ccnc(NS(=O)(=O)c2ccc(CC(C)C)cc2)c1
 : -5.4, -4.0
> Fc1ccc(OCCN2CCCCC2)cc1
 : 0.1, 1.7
> COCc1noc(C2CCCCN2CC(=O)NCc2cccs2)n1 (stereo not drawn)
 : -2.3, 0.0
> COc1ccc(C2C3=C(CC(C)(C)CC3=O)Nc3nc(SCc4ccccc4)nn32)cc1 (stereo not drawn)
 : -2.2, 2.0
> COc1ccc(-c2csc(/C(C#N)=C/c3ccco3)n2)cc1OC
 : -1.3, 13.7
> COc1cc(/C=C2\SC(=O)N(Cc3ccc(Cl)cc3)C2=O)cc(OC)c1OC
 : -0.2, -4.0
> Cc1ccc(-c2nc(C(=O)NCCN3CCOCC3)c3n2CCCCC3)cc1
 : -3.5, 28.4
> CNC(=O)C1CN(S(=O)(=O)c2ccc(C)cc2)CC12CCCC2 (stereo not drawn)
 : -4.8, -10.0
> CC(C)n1cc(/C=C2\C(=O)NC(=O)N(c3cccc(F)c3)C2=O)c2ccccc21
 : 2.1, 4.0
> COc1cccc(CNC(=O)c2c(C(F)(F)F)nn(C)c2C)c1
 : -2.0, -13.6
> COc1cc(NS(=O)(=O)c2ccc3[nH]c4c(c3c2)CCCC4)cc(OC)c1OC
 : -3.8, 82.8*
> COc1cccc2cc(-c3nnc(Nc4c(F)cccc4F)s3)c(=O)oc12
 : -4.1, -2.0
> CC(C)C(O)(C#CCN(CCO)CCO)c1ccccc1 (stereo not drawn)
 : -14.9, 0.8
> CCOc1ccc(N(CC(=O)N2CCC(C(N)=O)CC2)S(=O)(=O)c2ccc(Cl)cc2)cc1
 : 2.0, 30.1
> CC1=C(C)CC2C(=O)N(c3ccc(C)cc3)C(=O)C2C1 (stereo not drawn)
 : 1.9, -2.7
> O=C(c1ccc([N+](=O)[O-])o1)N1CCc2ccccc21
 : -13.3, 9.1
> Cc1ccc(CNC(=O)C2(S(=O)(=O)c3ccc(C)cc3)CC2)cc1
 : -6.3, -9.0

# Next section, overlapping the part above by 2 compounds.
# Value order: Pf apPOL inh, mHTT-CaM PPI inh
> O=C(c1ccc([N+](=O)[O-])o1)N1CCc2ccccc21
 : -13.3, 9.1
> Cc1ccc(CNC(=O)C2(S(=O)(=O)c3ccc(C)cc3)CC2)cc1
 : -6.3, -9.0
> O=C(NC1CCCC1)c1nc2ccccn2c1-c1ccsc1
 : -3.4, -10.4
> COc1ccc(-c2c(C)oc3cc(OCc4ccccc4)ccc3c2=O)cc1OC
 : -20.6, 12.8
> O=C1OCCN1C(=O)[C@H]1[C@H](c2ccc(F)cc2)C(c2ccccc2)=NN1c1ccccc1
 : 0.9, -32.9
> COc1ccccc1-n1ccnc(SCC(=O)Nc2ccccc2C(F)(F)F)c1=O
 : -5.9, -22.7
> CCOCCCNC(=O)C(C)C1CCN(S(=O)(=O)c2c(C)noc2C)CC1 (stereo not drawn)
 : -2.9, -9.3
> O=C(Cc1cccs1)N1CCOCC1
 : -3.6, 0.4
> O=C(OCCc1csc2ccccc12)c1ccc(Cl)cc1
 : 7.2, nt
> COc1ccc(OC)c(NC(=O)CCN2CCCC2)c1
 : -1.1, 4.9
> O=C(NCC1(CO)CC1)Nc1ccccc1Cl
 : 3.2, -8.8
> COc1cccc(N(CC(=O)Nc2ccccc2Cl)S(C)(=O)=O)c1
 : -7.0, 0.3
> COCCN1C(=O)CCC2(CNC(=O)c3ccccn3)CCCC12 (stereo not drawn)
 : -4.2, 0.7
> Cc1ccc(Sc2nccnc2N2CCC(C(=O)NCCCN3CCCC3)CC2)cc1
 : -1.0, 8.0
> Cc1cc(=O)oc(C)c1C(=O)NCc1cccnc1
 : -11.1, -2.0
> Cc1ccc(N2C(=O)C3CC=CC(C)C3C2=O)cc1Cl (stereo not drawn)
 : -6.5, -7.0
> Cn1cnc2c(-c3ccc(Cl)cc3)csc2c1=O
 : -5.5, -7.6
> Cc1cc(NC(=O)C(=O)NCCCN2CCCC2=O)no1
 : -4.2, -13.8
> CC(=O)NCCc1ccc(OC(C)=O)cc1
 : 1.5, nt
> O=C(c1ccc(SCCN2CCOCC2)nc1)N1CCC(N2CCCCC2)CC1
 : -3.5, -7.1
> CCOc1ccc(C(=O)Nc2ccc(N3CCCC3)cc2)cc1[N+](=O)[O-]
 : -11.3, 30.3
> O=C(Nc1ccc(F)cc1F)C1CN(S(=O)(=O)c2cccnc2)CC12CCCCC2 (stereo not drawn)
 : -10.1, 1.4
> COc1ccc(C2C3=C(CC(C)(C)CC3=O)Nc3nc(SC)[nH]c(=O)c32)cc1 (stereo not drawn)
 : 7.2&0.6, -0.7&-2.2
> CC1(C)CC(=O)c2cc(C(=O)Nc3cccc(Cl)c3)c(=O)n(-c3ccc(Cl)cc3)c2C1
 : -4.3, -3.0
> COC(=O)c1ccc(NC(=O)C(=O)NCC(O)c2ccc(C(F)(F)F)cc2)cc1 (stereo not drawn)
 : -9.3, -9.7
> O=C(NCc1ccc(F)cc1)C1CCN(c2cncnc2N2CCOCC2)CC1
 : 0.4, -0.5
> NC(=NOC(=O)c1cncc(C#Cc2ccccc2)c1)c1cccc(C(F)(F)F)c1
 : -3.9, nt
> COC(=O)c1ccc(Oc2coc3cc(OC(=O)c4ccccc4)ccc3c2=O)cc1
 : -5.2, 1.0
> COc1ccccc1NC(=O)N1CCN(CC(=O)c2ccco2)CC1
 : -2.4, -3.6
> CCN(CC)C(=O)C1CCCN(Cc2ccccc2[N+](=O)[O-])C1 (stereo not drawn)
 : -2.4, -2.3
> O=C(Cc1ccccc1)Nc1cccc(-c2nc3ccccc3[nH]2)c1
 : 5.3, 0.4
> O=C(Nc1ccc(Cn2cncn2)cc1)c1cccc(F)c1
 : 0.4, -6.5
> COc1ccc(C(=O)Nc2ccc(-c3nc4ncccc4o3)cc2)cc1[N+](=O)[O-]
 : -11.2, -3.7
> O=C1Nc2cc(C(=O)N3CCC4(CC3)OCCO4)ccc2N2C(=O)CCC12 (stereo not drawn)
 : -7.0, -7.0
> CCOC1=NN(c2ccc([N+](=O)[O-])cc2)C(=O)/C1=C/c1ccc(Cl)cc1
 : -2.4, 34.0
> CC1=C(C#N)C(c2ccccc2F)C2=C(CCCC2=O)N1 (stereo not drawn)
 : 5.7, -1.4
> COc1ccccc1N1CCN(C(=O)C2CCCc3c2[nH]c2ccccc32)CC1 (stereo not drawn)
 : 5.7, 58.8*
> CC(C)CCNC(=O)C(C)C1CCN(S(=O)(=O)c2cccs2)CC1 (stereo not drawn)
 : -0.3, -10.9
> CCN(CC)c1ccc(N=C2C(=O)Nc3ccccc32)cc1
 : -38.8, 100.0*
> O=C(c1ccoc1)N1CCCC1c1nc(-c2cccc(C(F)(F)F)c2)no1 (stereo not drawn)
 : -6.5, -6.2
> FC(F)(F)c1ccccc1CN1CCN(C2CCCC2)CC1
 : 0.7, -3.0
> NC(=O)NC1NC(=O)NC1=O (stereo not drawn)
 : -8.1, nt
> Cc1ccc(-n2nnnc2-c2ccc(Cl)c(Cl)c2)c(C)c1
 : -9.3&-3.9, nt
> O=C(c1cccc(F)c1)N1CCCC1c1nc(-c2ccccc2)n[nH]1 (stereo not drawn)
 : -2.7, -2.0
> O=C(C1CCN(CC2CCCCC2)CC1)N1CCN(C/C=C/c2ccccc2)CC1
 : -1.0, 27.5
> O=S1(=O)C=C(Sc2nc3ccccc3o2)c2ccccc21
 : 1.4, 0.0
> CN1CCCN(C2=Nc3ccccc3Oc3ccc(NC(=O)C4CCCC4)cc32)CC1
 : -2.6, 28.5
> CCOC(=O)c1cc2sccc2[nH]1
 : -4.4, 3.2
> Cc1cc(C)c(-c2noc(C)n2)c(NC(=O)c2ccccc2Br)n1
 : 3.8, 1.4
> Cc1cc(C)cc(S(=O)(=O)N2CCC(n3cnc4ccc(C)cc4c3=O)CC2)c1
 : -2.9, -3.5
> Cn1cnc(-c2ccccc2NS(=O)(=O)c2ccc(Cl)cc2)n1
 : 5.0, nt
> CC1CCc2c(cnc3c(C(=O)NCc4ccccc4Cl)cnn23)C1 (stereo not drawn)
 : -1.6, -4.7
> Cc1cccc(NC(=O)CSc2nc3c(c(=O)n2-c2ccccc2)SCC3)c1
 : -4.0, 17.0
> CC(C)CC(=O)NC1CCN(c2ccccc2C(=O)N2CCN(C)CC2)CC1
 : -0.3, 2.3
> O=C(c1cc(=O)[nH]c2ccccc12)N1CCCC1
 : 1.3, -1.1
> COc1ccccc1C(=O)Nc1n[nH]c(C)c1-c1ccc(C)cc1
 : -0.6, 21.3
> Cc1ccc(C2=NN(CC(=O)NCc3cccnc3)C(=O)CC2)cc1
 : -15.4, 10.0
> Cc1ccccc1NS(=O)(=O)c1cccc2nsnc12
 : -7.1, 10.0
> CCCn1cnc2c(-c3cccc(Cl)c3)csc2c1=O
 : -1.2, -56.4
> O=C(NCc1ccc(F)cc1)N1CCCC1c1ccccc1Cl (stereo not drawn)
 : 3.5, -3.5
> Cc1ccccc1N1C(=O)C2C3C=CC(O3)C2C1=O (stereo not drawn)
 : -0.9, -10.0
> CC1(O)CCN(Cc2cccc3[nH]ccc23)CC1N1CCCC1 (stereo not drawn)
 : -2.6, 29.1

# (next part)
# Value order: Pf apPOL inh, mHTT-CaM PPI inh
> CCOC(=O)c1c(C)csc1NC(=O)CSCC(=O)O
 : -11.4, nt
> O=c1c(CN2CCN(c3ccc([N+](=O)[O-])cc3)CC2)coc2ccc(Cl)cc12
 : 0.1, -2.9
> Cc1ccc(CN(c2ccc(C(=O)NCc3ccco3)cc2)S(C)(=O)=O)cc1
 : 1.4, 10.0
> O=C(Nc1nnc(-c2cccc([N+](=O)[O-])c2)s1)c1c(F)cccc1Cl
 : 3.3, -14.5
> Cc1ccnc(NS(=O)(=O)c2ccc(-n3cccc3)cc2)n1
 : 1.7&-22.4, 16.0&8.9
> Cc1c([N+](=O)[O-])c2nsnc2c2nsnc12
 : nt, 5.1
> O=C(Nc1ccccc1Cl)N1CCN(C2=Nc3ccccc3Oc3ccccc32)CC1
 : -3.1, 3.8
> CCOC(C)=C1SC(=S)NC1=O
 : 0.2, nt
> Cc1ccc(NC(=O)CCCOc2ccc(Cl)cc2)c([N+](=O)[O-])c1
 : -3.9, 3.2
> C=CCc1ccccc1OCC(O)CN1CCN(Cc2ccccc2)CC1 (stereo not drawn)
 : -8.4, 13.1
> COc1ccc(OC)c(-c2nnc3ccc(OCCNC(=O)Nc4ccc(C)cc4)nn23)c1
 : -13.0, 34.0
> CCC(C)NC(=O)c1oc2ccc(S(=O)(=O)N3CCCC(C)C3)cc2c1C (stereo not drawn)
 : 0.5, 0.0
> C[C@@H]1CCN(C2CC2)S(=O)(=O)c2c(cccc2N2CCC[C@H]2CO)O1
 : 3.9, 1.3
> CCc1onc(C)c1C1CCCN1C(=O)c1ccc(F)cc1 (stereo not drawn)
 : -0.7, -0.2
> O=C(c1cccs1)N1CCC2(CC1)NC(=O)N(Cc1ccccc1Cl)C2=O
 : -6.2, -0.2
> COC(=O)C(C)Oc1ccc2c(c1)OC(=Cc1ccc(C)o1)C2=O (stereo not drawn)
 : -3.7, 3.4
> COc1ccccc1C=C1Oc2cc(C)cc(O)c2C1=O
 : -2.3, -4.4
> COc1cc(CN2CCN(c3ccccc3OC)CC2)cc(OC)c1
 : -0.3, -0.6
> O=C(Cn1nnc(-c2ccc(C(F)(F)F)cc2)n1)Sc1ccc(F)cc1F
 : -9.8, nt
> CC(C)(C)n1nc2c(c1NC(=O)CCc1ccccc1)CSC2
 : 0.5, 3.0
> COc1cc2c(cc1OC)C(COc1ccccc1OC)N(C(=O)c1ccccc1)CC2 (stereo not drawn)
 : -2.4, 21.8
> O=C(c1cccc(OCC2CCCN(C(=O)c3ccccc3F)C2)c1)N1CCCCC1 (stereo not drawn)
 : -3.1, -4.1
> CCNc1cc(N2CCC(CCC(=O)Nc3ccc(C)cc3)CC2)ncn1
 : 3.3, 1.8

# Some of these compounds in order of length of the SMILES, rising.
# Value order: Pf apPOL inh, mHTT-CaM PPI inh
> CCC(C)NC(=O)c1oc2ccc(S(=O)(=O)N3CCCC(C)C3)cc2c1C (stereo not drawn)
 : 0.5, 0.0
> O=C(c1cccc(OCC2CCCN(C(=O)c3ccccc3F)C2)c1)N1CCCCC1 (stereo not drawn)
 : -3.1, -4.1
> O=c1c(CN2CCN(c3ccc([N+](=O)[O-])cc3)CC2)coc2ccc(Cl)cc12
 : 0.1, -2.9

# Laid out differently: three of the compounds above
SMILES	Pf apPOL inh	mHTT-CaM PPI inh
CCc1onc(C)c1C1CCCN1C(=O)c1ccc(F)cc1 (stereo not drawn)	-0.7	-0.2
O=c1c(CN2CCN(c3ccc([N+](=O)[O-])cc3)CC2)coc2ccc(Cl)cc12	0.1	-2.9
CCC(C)NC(=O)c1oc2ccc(S(=O)(=O)N3CCCC(C)C3)cc2c1C (stereo not drawn)	0.5	0.0
